West Nile antiviral = West Nile virus antiviral activity, cell-based, CPE readout (AID 1621); one-dose CPE inhibition, % at 10 µM; IC50 in µM for titrated hits; 290,000 compounds, 0.02% hits; West Nile virus-infected cells, CPE inhibition; higher % means a stronger effect; in the data active means a potency from the dose series; inconclusive means CPE inhibition mostly from about 3.7% at the one dose, without a potency; inactive means the rest, 99 in 100 with CPE inhibition below about 2.2%; further: strong numbers were not always called active
T cell modulator = modulators of CD8 T cell-vesicle binding, primary screen, mouse 2C CD8+ T cells, flow cytometry | 2C CD8+ T cell-vesicle binding; stronger effect = lower value | calls only at 7 µM | 330,000 compounds, 0.068% hits | AID 2052, 2009;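 active means response, share of CD8 T cells binding vesicles, and their 90th percentile fluorescence all below set limits, cut at about 80% in these data, passing the limit was not always enough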
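material = purified 2C TCR transgenic mouse naive CD8+ T cells | controls = Unloaded micro-vesicles (low), QL9 vesicles with 0.7% DMSO (high) | detection = cytometric PE anti-B7-1 and Alexa647 anti-CD8 signals after 1% paraformaldehyde fixation | incubation = binding step 1.5 h, 37 °C, antibody labelling 20 min, ice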
GPR55 activation = GPR55 agonists via beta-arrestin recruitment, primary screen, imaging, U2OS cells, beta-arrestin-GFP redistribution (AID 1961) | G-protein coupled receptor 55 (Homo sapiens) | U2OS GPR55 beta-arrestin-GFP redistribution imaging; higher % means a stronger effect | activation, % at 10 µM, or EC50 in µM where a hit was titrated | 290,000 compounds, 0.048% hits;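 active means activation above 40% with more than 50 cells counted in the well; inconclusive means wells holding fewer than 50 cells, flagged as toxic or sparse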;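 further: U2OS osteosarcoma cells stably expressing GPR55 and beta-arrestin-GFP; plate controls were DMSO negative control for no effect and LPI positive control for full effect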
GPR55 LPI antagonism = GPR55 antagonists blocking LPI-driven arrestin recruitment, primary screen, imaging, U2OS, beta-arrestin-GFP, LPI agonist (AID 2013) | U2OS GPR55 beta-arrestin-GFP translocation imaging, LPI antagonism; higher % means a stronger effect | one-dose inhibition, % at 10 µM; IC50 in µM for titrated hits | 290,000 compounds, 0.13% hits;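 active means spots per cell inhibited over 60%, with over 100 cells counted and total cytoplasm intensity under 500,000; inconclusive means wells with under 100 cells, flagged as likely toxic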;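 further: U2OS cells stably carrying GPR55 and arrestin-GFP stimulated by 5 µM LPI near EC80; imaged beta-arrestin-GFP aggregate spots per cell after agonist stimulation; plate controls were LPI-stimulated DMSO wells for no effect and DMSO wells without LPI for full effect; some results filed as inactive read as strong as hits; confirmed hits need IC50 under 10 µM and bright autofluorescent wells are also inconclusive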
PhoP inhibition = inhibitors of PhoP regulon expression, primary screen, Salmonella Typhimurium, GFP reporter (AID 1863). S. Typhimurium PhoP-regulated promoter GFP reporter, 4 h; higher % means a stronger effect. inhibition, % at 50 µM, or IC50 in µM where a hit was titrated. 300,000 compounds, 0.16% hits;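 active means inhibition over 29.93%, a cutoff 3 SD above the screen mean, later confirmed by dose response; inconclusive means inhibition over 29.93% but no dose response follow-up; inactive means inhibition at most 29.93% or unconfirmed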;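 further: 0% = low Mg2+ inducing control and 100% = high Mg2+ repressing control; strong numbers were not always called active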
KOR beta-arrestin-1 = KOR agonists, beta-arrestin recruitment, primary screen, cell-based, luminescence, uHTS (AID 1777); Kappa-type opioid receptor (Homo sapiens); KOR beta-arrestin recruitment, luminescence; higher % means a stronger effect; activation, % at 10 µM; hits with a dose series show EC50 in µM; 280,000 compounds, 0.02% hits; in the data active means activation above about 50%, passing the limit was not always enough; further: a part of the inactive calls stands beside numbers as strong as those of hits
GPR35 antagonists = GPR35 antagonists blocking zaprinast-driven arrestin recruitment, primary screen, imaging, U2OS, beta-arrestin-GFP, zaprinast agonist (AID 2058); U2OS GPR35 beta-arrestin-GFP translocation imaging, zaprinast antagonism; higher % means a stronger effect; G-protein coupled receptor 35 (Homo sapiens); inhibition, % at 10 µM, or IC50 in µM where a hit was titrated; 290,000 compounds, 0.052% hits;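 active means inhibition of at least 50% with at least 30 cells and total cytoplasm GFP at most 10,000,000; inconclusive means under 30 cells or total GFP of 10,000,000 plus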
KOR beta-arrestin-2 = KOR antagonists, beta-arrestin recruitment, cell-based, luminescence, uHTS (AID 1778). Kappa-type opioid receptor (Homo sapiens). KOR beta-arrestin recruitment, luminescence, antagonist mode; higher % means a stronger effect. inhibition, % at 10 µM, or IC50 in µM where a hit was titrated. 290,000 compounds, 0.091% hits; in the data active means inhibition above about 50%; further: strong numbers were not always called active
NTR1 ag = agonists of NTR1, primary screen, imaging, U2OS cells, beta-arrestin-GFP, high content (AID 493036). NTR1-U2OS beta-arrestin-GFP spot imaging, agonist mode. 330,000 compounds, 0.17% hits. Neurotensin receptor type 1 (Homo sapiens), P30989. activation, % at 20 µM;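 active means activation at or above 40% of the spot to cytoplasm intensity ratio, with at least 20 cells analyzed; inconclusive means wells under 20 cells, flagged as cytotoxic or low count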;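 further: 0% = DMSO without peptide and 100% = 100 nM NTR1 peptide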
Target sequence (P30989 whole entry, looked up): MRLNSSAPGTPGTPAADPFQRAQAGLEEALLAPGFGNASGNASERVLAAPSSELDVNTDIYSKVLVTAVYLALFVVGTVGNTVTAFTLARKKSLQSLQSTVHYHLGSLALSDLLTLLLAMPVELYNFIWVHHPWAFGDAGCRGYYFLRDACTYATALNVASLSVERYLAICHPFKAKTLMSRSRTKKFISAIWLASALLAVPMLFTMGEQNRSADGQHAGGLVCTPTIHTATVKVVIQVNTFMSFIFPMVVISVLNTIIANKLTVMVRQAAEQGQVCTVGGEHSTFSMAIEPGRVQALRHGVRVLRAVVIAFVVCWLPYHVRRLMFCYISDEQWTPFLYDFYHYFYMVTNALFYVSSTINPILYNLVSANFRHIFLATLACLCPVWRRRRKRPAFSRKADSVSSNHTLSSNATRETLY
T cell modulator vesicle-bound % = second read-out of T cell modulator, no call of its own (marks repeat the call); double positive events, %; measured here: CD8+ vesicle-bound cell fraction;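 binding gate set so that unloaded-vesicle control wells show 10% double positive cells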
NTR1 ag cell count 20 µM = recorded beside NTR1 ag, whose call it bears; cell count; measured here: cell count, cytotoxicity flag
* = called active by the depositor; [ ] = remark or other dose.

What do the screens show for `COc1ccccc1N1C(=O)S/C(=C\c2cccs2)C1=O`?
West Nile antiviral: -1.0%; T cell modulator: inactive; GPR55 activation: 0.0%; GPR55 LPI antagonism: 2%; PhoP inhibition: -1%; KOR beta-arrestin-1: -13%; GPR35 antagonists: 11%; KOR beta-arrestin-2: 6%; NTR1 ag: 0.1; T cell modulator vesicle-bound %: 61; NTR1 ag cell count 20 µM: 51

Results for CCN=c1sc2ccccc2n1CC(O)COc1ccccc1 (centres undefined) ?
West Nile antiviral: -0.1%; T cell modulator: inactive; GPR55 activation: 0.0%; GPR55 LPI antagonism: 8%; PhoP inhibition: -2%; KOR beta-arrestin-1: -3.1%; GPR35 antagonists: 1%; KOR beta-arrestin-2: 42%; NTR1 ag: 6.7; T cell modulator vesicle-bound %: 15; NTR1 ag cell count 20 µM: 56

What do the screens show for `CCc1cc2c(=O)c(-c3cscn3)coc2cc1O`?
T cell modulator: inactive; GPR55 activation: -0.4%; GPR55 LPI antagonism: 20%; PhoP inhibition: 0%; KOR beta-arrestin-1: 3.1%; GPR35 antagonists: -5%; KOR beta-arrestin-2: 10%; NTR1 ag: 1.8; T cell modulator vesicle-bound %: 21; NTR1 ag cell count 20 µM: 56

Results for O=C(CNC(=O)c1ccco1)OCc1cccc(Cl)c1 ?
West Nile antiviral: 0.1%; T cell modulator: inactive; GPR55 activation: -0.1%; GPR55 LPI antagonism: -5%; PhoP inhibition: 10%; KOR beta-arrestin-1: 0.3%; GPR35 antagonists: -5%; KOR beta-arrestin-2: 16%; NTR1 ag: -0.9; T cell modulator vesicle-bound %: 28; NTR1 ag cell count 20 µM: 74

Results for Cc1ccccc1CSc1[nH]c(=O)ncc1C ?
West Nile antiviral: -0.3%; T cell modulator: inactive; GPR55 activation: 0.3%; GPR55 LPI antagonism: 11%; PhoP inhibition: 0%; KOR beta-arrestin-1: -4.2%; GPR35 antagonists: -7%; KOR beta-arrestin-2: -5%; NTR1 ag: 1.7; T cell modulator vesicle-bound %: 22; NTR1 ag cell count 20 µM: 53

How did Cc1ccc(C)c(N2CCN(C(=O)Cn3ncn4cccc4c3=O)CC2)c1 do in these assays?
West Nile antiviral: -0.1%; T cell modulator: inactive; GPR55 activation: 0.0%; GPR55 LPI antagonism: 20%; KOR beta-arrestin-1: -6.3%; GPR35 antagonists: 14%; KOR beta-arrestin-2: -4%[20 µM]; NTR1 ag: -0.9; T cell modulator vesicle-bound %: 12; NTR1 ag cell count 20 µM: 53

How did CC(=O)c1c(C)[nH]c(C(=O)COC(=O)CNS(=O)(=O)c2ccccc2)c1C do in these assays?
West Nile antiviral: 1.1%; T cell modulator: inactive; GPR55 activation: 0.0%; GPR55 LPI antagonism: -13%; PhoP inhibition: 23%; KOR beta-arrestin-1: 10%; GPR35 antagonists: -7%; KOR beta-arrestin-2: 14%; NTR1 ag: -1.5; T cell modulator vesicle-bound %: 46; NTR1 ag cell count 20 µM: 78

Results for CCn1nc(C)c(/C=N\NC(=O)c2ccc3c(c2)OCO3)c1C ?
West Nile antiviral: -0.1%; T cell modulator: inactive; GPR55 activation: -0.1%; GPR55 LPI antagonism: 6%; PhoP inhibition: -12%; KOR beta-arrestin-1: 4.8%; GPR35 antagonists: 4%; KOR beta-arrestin-2: -24%; NTR1 ag: -0.6; T cell modulator vesicle-bound %: 40; NTR1 ag cell count 20 µM: 64

What do the screens show for `COc1ccc(Cl)cc1NC(=O)COC(=O)CCCC1=NS(=O)(=O)c2ccccc2N1`?
West Nile antiviral: 0.7%; T cell modulator: inactive; GPR55 activation: -0.1%; GPR55 LPI antagonism: 12%; PhoP inhibition: -4%; KOR beta-arrestin-1: -2.4%; GPR35 antagonists: 11%; KOR beta-arrestin-2: -55%; NTR1 ag: 0.1; T cell modulator vesicle-bound %: 12; NTR1 ag cell count 20 µM: 66

What do the screens show for `COc1cccc(C(=O)NC23CC4CC(CC(C4)C2)C3)c1`?
West Nile antiviral: -0.7%; T cell modulator: inactive; GPR55 activation: 1.0%; GPR55 LPI antagonism: -10%; PhoP inhibition: 2%; KOR beta-arrestin-1: -3.9%; GPR35 antagonists: 4%; KOR beta-arrestin-2: -43%[20 µM]; NTR1 ag: 0.5; T cell modulator vesicle-bound %: 54; NTR1 ag cell count 20 µM: 61

How did CCC(CC)c1nnc(NC(=O)C2CC(=O)N(C3CCCC3)C2)s1 (centres undefined) do in these assays?
West Nile antiviral: 0.1%; T cell modulator: inactive; GPR55 activation: -0.2%; GPR55 LPI antagonism: 6%; PhoP inhibition: 8%; KOR beta-arrestin-1: -3.9%; GPR35 antagonists: 7%; KOR beta-arrestin-2: -1%; NTR1 ag: 1.7; T cell modulator vesicle-bound %: 15; NTR1 ag cell count 20 µM: 45

Results for O=C(NC(=S)NCc1ccco1)c1ccc(Br)cc1 ?
West Nile antiviral: 0.2%; T cell modulator: inactive; GPR55 activation: -0.1%; GPR55 LPI antagonism: 0%; PhoP inhibition: 0%; KOR beta-arrestin-1: -2.9%; GPR35 antagonists: 3%; KOR beta-arrestin-2: 3%; NTR1 ag: 1.2; T cell modulator vesicle-bound %: 4; NTR1 ag cell count 20 µM: 61

What do the screens show for `CCN(C1CCS(=O)(=O)C1)S(=O)(=O)c1cccc([N+](=O)[O-])c1` (centres undefined)?
West Nile antiviral: -0.1%; T cell modulator: inactive; GPR55 activation: -0.3%; GPR55 LPI antagonism: -5%; PhoP inhibition: 1%; KOR beta-arrestin-1: 0.5%; GPR35 antagonists: 0%; KOR beta-arrestin-2: 2%[20 µM]; NTR1 ag: 0.4; T cell modulator vesicle-bound %: 57; NTR1 ag cell count 20 µM: 96

Results for CCC(=O)Nc1ccc2c(c1)C(=O)N(C)C2=O ?
West Nile antiviral: 0.3%; T cell modulator: inactive; GPR55 activation: 0.2%; GPR55 LPI antagonism: 7%; PhoP inhibition: 1%; KOR beta-arrestin-1: 8.4%; GPR35 antagonists: -16%; KOR beta-arrestin-2: -12%; NTR1 ag: -1.1; T cell modulator vesicle-bound %: 47; NTR1 ag cell count 20 µM: 38

Results for Nc1c(C(=O)NCCc2ccc(Cl)cc2)sc2ccc(S(=O)(=O)N3CCCCC3)cc12 ?
West Nile antiviral: 0.1%; T cell modulator: inactive; GPR55 activation: 0.6%; GPR55 LPI antagonism: -1%; PhoP inhibition: 34%; KOR beta-arrestin-1: 1.7%; GPR35 antagonists: 14%; KOR beta-arrestin-2: -2%; NTR1 ag: 3.8; T cell modulator vesicle-bound %: 60; NTR1 ag cell count 20 µM: 87

Results for CC1OC(OC2C(OC3C(O[C@H]4CC[C@]5(C)C6C=C[C@]78OC[C@@]9(CC[C@@H](C)[C@H](C)C97)[C@H](O)C[C@@]8(C)[C@]6(C)CC[C@H]5C4(C)C)OC(C)C(O)C3O)OC(CO)C(O)C2O)C(O)C(O)C1O (some centres undefined) ?
GPR55 activation: inconclusive; GPR55 LPI antagonism: inconclusive; PhoP inhibition: -4%; KOR beta-arrestin-1: -5.0%; GPR35 antagonists: inconclusive; KOR beta-arrestin-2: -126%

Results for COCCNC(=O)C1(C(F)(F)F)CC(CCCO)CCCO1 (centres undefined) ?
West Nile antiviral: -0.3%; T cell modulator: inactive; PhoP inhibition: 0%; NTR1 ag: -0.8; T cell modulator vesicle-bound %: 39; NTR1 ag cell count 20 µM: 50

What do the screens show for `O=C(Nc1cccc(F)c1)C1CCN(S(=O)(=O)c2cccc3nonc23)CC1`?
West Nile antiviral: -0.6%; T cell modulator: inactive; GPR55 activation: 0.6%; GPR55 LPI antagonism: -9%; PhoP inhibition: 3%; KOR beta-arrestin-1: -5.7%; GPR35 antagonists: -6%; KOR beta-arrestin-2: -8%; NTR1 ag: -1.0; T cell modulator vesicle-bound %: 12; NTR1 ag cell count 20 µM: 53

Results for COc1cc(NC(=O)C2=C(N3CCOCC3)/C(=C\c3ccc(Br)cc3)CC2)cc(OC)c1OC ?
West Nile antiviral: 0.9%; T cell modulator: inactive; GPR55 activation: 0.1%; GPR55 LPI antagonism: 9%; PhoP inhibition: 6%; KOR beta-arrestin-1: 0.5%; GPR35 antagonists: 4%; KOR beta-arrestin-2: 3%; NTR1 ag: 7.3; T cell modulator vesicle-bound %: 45; NTR1 ag cell count 20 µM: 40

Results for CCOC(=O)c1nn(-c2ccc(OCC)cc2)c2nc(-c3ccco3)c(C#N)c(=O)n12 ?
West Nile antiviral: -0.8%; T cell modulator: inactive; GPR55 activation: 0.6%; GPR55 LPI antagonism: 4%; PhoP inhibition: 15%; KOR beta-arrestin-1: -0.6%; GPR35 antagonists: 5%; KOR beta-arrestin-2: 18%; NTR1 ag: 18; T cell modulator vesicle-bound %: 46; NTR1 ag cell count 20 µM: 64

Results for CSCCC(NS(=O)(=O)c1ccc(Cl)cc1)C(=O)OCC(=O)NC12CC3CC(CC(C3)C1)C2 (centres undefined) ?
West Nile antiviral: 0.1%; T cell modulator: inactive; GPR55 activation: 0.1%; GPR55 LPI antagonism: 19%; PhoP inhibition: -14%; KOR beta-arrestin-1: -4.0%; GPR35 antagonists: -6%; KOR beta-arrestin-2: -28%; NTR1 ag: 35; T cell modulator vesicle-bound %: 48; NTR1 ag cell count 20 µM: 54

High-throughput results: PubChem, several laboratories
